Tb PYK inh: inhibitors of Trypanosoma brucei pyruvate kinase; TbPYK enzyme, Kinase-Glo Plus ATP luminescence, 45 min; Potency, µM (top dose mostly 76.8 µM), for the others: at the highest dose activity, negative = inhibition, actives largely listed as inhibitors; hit rate 0.12% among 410,000; AID 624173; also: nearly all actives have a fitted effect of over 50% in size
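Glycolytic pyruvate kinase of T. brucei was incubated with substrate, test compound and 130 uM ADP for 45 minutes at room temperature. Luminescent Kinase-Glo Plus signal was measured after 10 minutes.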
Sm TGR inh: inhibitors of Schistosoma mansoni thioredoxin glutathione reductase; purified TGR, DTNB reduction, TNB absorbance 405 nm; Potency, µM (titrated, usually from 114 µM), inactives show at the top dose activity change, negative = inhibition, hits mostly inhibitors; hit rate 3% among 360,000; also: nearly all actives have a fitted effect of over 60% in size
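Kinetic colorimetric format: TGR-catalysed, NADPH-driven DTNB reduction monitored via TNB absorbance. Enzyme dispensed at 20 nM; compound exposure 15 min at room temperature before reaction start.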
* marks the source's active call; other numbers are inactive results; ? = inconclusive; [ ] = dose if it differs, or a comment. Calls follow the shape of the dose curve; as a rule, active = well fitted curve in the direction sought with a large enough effect; inconclusive = small, poorly fitted or top-dose-only effect, or another doubt; inactive = no such curve, though single readings can be large; an effect the other way counts as inactive or inconclusive. % is scaled to controls: 0 for no effect and ±100 for the full control effect; potency is read from the fitted curve at half-maximal effect. These rows are one share of the data; the hit share may differ from the screen's.

structure,Tb PYK inh,Sm TGR inh
CCOc1ccc(Cn2c(CNS(=O)(=O)c3cccc(Cl)c3)nc3cccnc32)cc1,-0.8%,4.9%
Cc1ccc(C)c(N2CCN(c3nc4c(S(=O)(=O)c5ccccc5)nnn4c4ccc(Cl)cc34)CC2)c1,-2.8%,2.8%
COc1ccc(NC(=O)CSc2nc(-c3ccco3)cc(C(F)(F)F)n2)c(OC)c1,4.1%,0.1%
COc1ccc(CCNC(=O)CCc2c(C)c3cc4c(C)coc4c(C)c3oc2=O)cc1OC,3.5%,-8.9%
Cc1cccc(OC(=O)c2cc(-c3ccc4c(c3)OCCO4)on2)c1C,-4.3%,3.7%
CC1CCCc2sc3nc(SCC(=O)c4ccc(Br)cc4)nc(N)c3c21 (stereo unspecified),0.3%,8.7%
Cc1ccc(CNC(=O)c2nc(S(=O)(=O)Cc3ccc(C)cc3)ncc2Cl)cc1,-3.4%,?
COc1ccc(Br)cc1CNC(=O)CCCn1c(=O)c2cccn2c2ccccc21,0.6%,-12.7%
O=C(COc1ccc(Cl)cc1Cl)Nc1ccc(C(=O)OC2CCCCC2)cc1,-1.3%,-9.4%
CCOc1ccccc1CNC(=O)Cn1nc(C)c2nn(-c3ccc(Cl)cc3)c(C)c2c1=O,3.7%,5.6%
CCOC(=O)c1c(C)c(C(=O)NCc2ccc(Cl)cc2)c(C)n1CC,-3.4%,-0.9%
COc1ccccc1CN1CCC(CNC(=O)c2cnn(-c3cccc(Cl)c3)c2C2CCN(C(=O)OC(C)(C)C)CC2)CC1,-2.7%,0.8%
CC(=O)N1CCCc2cc(S(=O)(=O)N(C)CC(=O)Nc3ccc(Cl)cc3C)ccc21,0.1%,-3.2%
O=C(Nc1ccc2oc(-c3ccc(Cl)cc3)nc2c1)c1ccc2ccccc2c1,2.3%,5.0%
Cc1cc(C)cc(NC(=O)Nc2ccc3nc(N4CCN(C)CC4)cc(C)c3c2)c1,0.3%,8.0%
CCOCCCNC(=O)c1cc2c(=O)[nH]c3ccccc3c2n1C,3.1%,1.2%
Fc1ccc(C2=CC(c3ccc(F)cc3)n3c(nc4ccccc43)N2)cc1 (stereo unspecified),-11.8%,?
COCCCNc1ncnc2c1nnn2C,0.0%,36.6%
CCOC(=O)COc1ccc(C)cc1C(=O)c1ccn2nc(-c3ccc(C)cc3)cc2n1,1.1%,1.1%
Cc1ccc2c(c1)c1c(c(=O)n(Cc3ccccc3)c(=O)n1CC(=O)Nc1ccccc1F)n2C,-1.8%,-0.1%
Cc1cccn2c(=O)c3cc(C#N)c(=O)n(-c4nnc(SCc5ccccc5F)s4)c3nc12,4.8%,4.5%
COc1ccc(CCNC(=O)c2ccc3c(c2)N(Cc2c(F)cccc2Cl)C(=O)CS3)cc1OC,-2.4%[15.4 µM],4.8%
COc1cccc(-n2c(=O)c3c(C)c(C)sc3n(Cc3ccccc3C#N)c2=O)c1,0.0%,4.0%
CCN(CC)CCCNC(=O)c1ccc2nc(CCc3ccccc3)oc2c1,-7.0%,3.2%
COc1ccc2occ(CC(=O)Nc3ccc(S(=O)(=O)Nc4nccc(C)n4)cc3)c2c1,-20.3%,0.0%
CCCCCn1cc2c(c1-c1ccc(Br)cc1)c(=O)n(C)c(=O)n2C,-10.5%,-4.8%
COc1ccc(OCc2ccc(-c3nc(C#N)c(NCc4ccccc4)o3)o2)cc1,2.7%,-4.2%
CCc1c(C)sc2c1CCN(Cc1ccc(F)cc1)C2c1ccccc1 (stereo unspecified),0.9%,-5.4%
COc1ccc(C(=O)Oc2ccc(C(c3c(C)[nH][nH]c3=O)c3c(C)[nH][nH]c3=O)cc2OC)cc1,-6.4%,0.0%
Cc1cc2c(cc1S(=O)(=O)N(CCN(C)C)Cc1ccccc1)OCC(=O)N2,6.5%[15.4 µM],1.5%
Cc1sc2ncn(CC(=O)N3CCN(c4ccccc4F)CC3)c(=O)c2c1S(=O)(=O)N1CCN(c2ncccn2)CC1,-1.1%,6.0%
CCn1cc(C(=O)N2CCN(c3cc(C)ccc3C)CC2)c(=O)c2cc(S(=O)(=O)N3CCOCC3)ccc21,5.8%,-0.1%
CC(C)OCCCN(Cc1ccco1)C(=O)c1cc2c(s1)-c1ccccc1OC2,-6.9%,2.4%
O=c1oc2c(CN3CCOCC3)c(O)ccc2cc1-c1ccccc1,-16.3%,-6.3%
CCc1ccc(NC(=O)Cn2nnc(C(=O)NCc3ccc(C)cc3)c2N)cc1,-6.3%,0.2%
CCCOc1ccc(-c2cccc(NS(=O)(=O)c3ccc(CC)cc3)c2)nn1,-1.9%,5.8%
Cc1cccc(Cn2ccn(Cc3ccc(Cl)cc3)c(=O)c2=O)c1,-13.3%,14.3%
Cc1ccc(CNC(=O)c2oc3ccc(S(=O)(=O)N4CCCC(C)C4)cc3c2C)cc1 (stereo unspecified),-3.5%,4.1%
COc1cc(C(=O)N2CCN(CCc3ccccn3)CC2)cc(OC)c1OC,-5.3%,?
COc1ccc(CCNC(=O)CCn2c(=O)c3ccccc3n(CC(=O)Nc3ccc(C)cc3C)c2=O)cc1OC,-10.7%,1.5%
Cn1c(=O)oc2cc(S(=O)(=O)N3CCCC(C(=O)N4CCN(c5cccc(Cl)c5)CC4)C3)ccc21 (stereo unspecified),-6.0%,1.7%
Cc1cc(-c2ccc(C)c(S(=O)(=O)N3c4ccccc4CC3C)c2)on1 (stereo unspecified),-0.1%[15.4 µM],11.2%
COc1cccc(C(=O)Nc2nc3nc(C)c(Cc4ccccc4)c(=O)n3[nH]2)c1,-4.3%,0.9%
CC(CNC(=O)c1cc2ccccn2n1)c1ccccc1 (stereo unspecified),1.8%,1.2%
Cc1cc(C)cc(C(=O)N(Cc2nc(-c3ccc(Cl)cc3)no2)C(C)C)c1,-5.2%,1.8%
Cc1ccccc1-c1ncnn1-c1sc2c(c1C#N)CCCCC2,-9.0%,3.5%
COc1ccc(C2CC(=O)Nc3c2c(=O)nc2c(C)cccn32)cc1 (stereo unspecified),-4.7%,2.7%
CCc1ccc(-c2cc3c(N4CCN(c5ccccc5)CC4)nccn3n2)cc1,5.0%,1.0%
COc1ccc(Cn2ccc3nc(C)c(C(=O)Nc4ccc(OC)cc4)cc3c2=O)cc1,7.6%,0.9%
Cc1ccc(CN2CCc3nc(N4CCN(C)CC4)ncc3C2)cc1,2.2%,-3.5%

Complete entries, looked up by structure. Order of screens: Tb PYK inh, Sm TGR inh
`COc1ccc(CCNC(=O)CCn2c(=O)c3ccccc3n(CC(=O)Nc3ccc(C)cc3C)c2=O)cc1OC` is listed as -10.7%, 1.5%
`COc1ccc(Cn2ccc3nc(C)c(C(=O)Nc4ccc(OC)cc4)cc3c2=O)cc1` is listed as 7.6%, 0.9%

The list continues:
structure,Tb PYK inh,Sm TGR inh
Cc1cccc2sc(N(Cc3cccnc3)C(=O)COc3ccccc3)nc12,-0.7%,4.4%
CC(NC(=O)C1CCN(C(=O)N2CCOc3ccc(Cl)cc32)CC1)c1ccccc1 (stereo unspecified),-13.7%,8.1%
COc1ccc(NC(=O)CCc2nc3c(C)nn(-c4ccc(C)cc4)c3n(C)c2=O)cc1,-3.0%,4.3%
COc1ccc2c(c1)c1c(c(=O)n(-c3ccccc3)c(=O)n1CC(=O)NCCC1=CCCCC1)n2C,-2.1%,0.7%
Cc1cccc(C(=O)N2CCc3cc(CNC(=O)c4ccc(Br)o4)ccc32)c1,0.4%,2.8%
Cc1ccccc1CNC(=O)Cn1nc(C)c2nn(-c3ccc(Cl)cc3)c(C)c2c1=O,-9.6%,-10.9%
Cc1ccc2nc(-c3ccsc3)c(Nc3ccc(Cl)cc3)n2c1,-4.5%,-1.2%
COc1cccc(CNC(=O)C2CCN(c3nnc(-n4c(C)ccc4C)s3)CC2)c1OC,-0.4%,-30.4%
Cc1c(-c2nc(-c3ccccc3)no2)nnn1-c1cccc(C(F)(F)F)c1,-2.7%,12.8%
COc1ccc(Cn2ccc3nc(C)c(C(=O)N4CCN(c5ccccc5)CC4)cc3c2=O)cc1,-3.0%,-1.0%
COC(=O)c1c(NC(=O)c2cc3nc(-c4ccc(OC)cc4)cc(C(F)(F)F)n3n2)sc2c1CCCC2,2.3%,3.6%
Cn1c(=O)c2c(SCC(=O)NCc3ccco3)nc(-c3ccccc3F)nc2n(C)c1=O,-12.8%,-1.4%
O=C(NCc1ccccc1)c1ccc(CS(=O)(=O)c2c(Cl)cccc2Cl)o1,2.7%,-3.9%
Cc1ccc(-c2nc3ccccn3c2Nc2ccc3c(c2)OCCO3)o1,-10.2%,-12.8%
CCCN(CCC)CCCNC(=O)c1cnn(-c2ccc(F)cc2)c1-n1cccc1,-0.4%,4.2%
COc1ccc(C)cc1NC(=O)Cc1ccc(NC(=O)N2CCCCc3ccccc32)cc1,-3.6%,10.2%
O=C(CCn1c(=O)c2ccccc2n(CC(=O)Nc2cccc(F)c2)c1=O)NCCc1ccccc1,2.7%,4.9%
CCC1CN(C(=O)N2CCC(C(=O)NCc3cccs3)CC2)c2cc(C)ccc2O1 (stereo unspecified),-1.9%,-1.7%
CCOc1nc(NC(=O)NS(=O)(=O)Oc2ccc(Cl)cc2)nc(-c2ccccc2)n1,0.2%,10.1%
COc1cccc(CNC(=O)C2CCCN(c3ncnc4onc(-c5ccc(F)cc5)c34)C2)c1 (stereo unspecified),3.3%,2.3%
CC(c1ccccc1)n1cc2c(c1-c1ccccc1Br)c(=O)n(C)c(=O)n2C (stereo unspecified),5.1%,6.3%
O=c1c2[nH]c3ccccc3c2nc(SCc2ccccc2F)n1-c1ccc(F)cc1,-6.7%,5.5%
O=c1oc2ccc3ccccc3c2cc1-c1nnc(Nc2ccccc2)s1,1.8%,-1.6%
CC12CN3CC(c4ccccc4)(CN(C1)C3c1ccc(O)cc1)C2=O (stereo unspecified),0.4%,-0.6%
Cc1nc2ccn(Cc3cccnc3)c(=O)c2cc1C(=O)N1CCN(c2ccc(F)cc2)CC1,3.5%,0.1%
O=C(NCc1ccc2c(c1)CCN2C(=O)c1ccncc1)c1cccc(F)c1,1.4%,4.6%
CCc1ccccc1NC(=O)CN1C(=O)c2ccccc2Sc2ncccc21,2.0%,-8.5%
COc1ccc(-c2nc3c(c(SCC(=O)Nc4ccccc4F)n2)Cc2cc(C)ccc2O3)cc1,-9.2%,3.0%
CCOc1ccc(Nc2c(S(=O)(=O)c3ccccc3)cnc3ccc(F)cc23)cc1,-14.8%,-2.2%
Cc1ccc(Nc2c3c(nc4nncn24)CCC3)c(C)c1,0.0%,-10.0%
CCOc1ccc(-c2cc3c(=O)n(CC(=O)Nc4cc(F)ccc4C)ccn3n2)cc1,-1.2%,5.2%
COCCCNC(=O)CCCn1c(=O)c2cccn2c2ccccc21,0.4%,-4.1%
CSc1ccc(C2C(C(=O)Nc3ccccc3)=C(C)Nc3nc4ccccc4n32)cc1 (stereo unspecified),3.0%,7.6%
CCN1C(=O)c2ccccc2S(=O)c2ccc(C(=O)NCc3ccc(F)cc3)cc21 (stereo unspecified),-8.6%,-0.5%
Cc1c(C(=O)OC2CCC(C)CC2)[nH]c2c1C(=O)CC(c1ccc(N(C)C)cc1)C2 (stereo unspecified),-4.3%,-3.0%
Cc1c(C(=O)Nc2cccc(Cl)c2)oc2ccc(S(=O)(=O)N3CCCCCC3)cc12,-4.9%,-0.8%
Cc1ccc(C)c(N2CCN(C(=O)CCn3c(=O)c4cccn4c4cccnc43)CC2)c1,-2.0%,2.1%
Cc1ccc(Cl)cc1NC(=O)CN1C(=O)CCc2ccccc21,0.5%,10.0%
COc1cc(NS(=O)(=O)c2c(C)nc3sc(C)c(C)n3c2=O)cc(OC)c1,-9.1%,1.2%
Cc1ccccc1-c1noc(CSc2nc3ccccc3[nH]2)n1,1.5%,0.0%
CC(C)(C)C1CCc2c(sc(NC(=O)c3cc4ccccc4c(=O)o3)c2C(N)=O)C1 (stereo unspecified),-21.2%,-0.3%
COc1cccc(CN2C(=O)c3ccccc3Sc3ccc(C(=O)N(C)Cc4ccccc4)cc32)c1,1.8%,6.6%
CCC(=O)N1CCc2cc(S(=O)(=O)N3CCN(c4ccccc4F)CC3)ccc21,2.2%,7.4%
COc1ccc(C)cc1NC(=O)c1ccc2c(c1)N(Cc1cccc(Cl)c1)C(=O)c1ccccc1S2=O (stereo unspecified),3.0%,-12.2%
Cc1cc(C)c(NC(=O)Cn2c(=O)oc3cc(S(=O)(=O)N4CCCCCC4)ccc32)c(C)c1,1.1%,0.7%
Cc1ccc(/C=C/c2nc3ccccc3[nH]2)cc1,?,-6.2%
CCCCC(=O)OCc1cc(=O)n2nc(C3CC3)sc2n1,-1.5%,-7.7%
Cc1ccc(-c2nc(CS(=O)(=O)CC(=O)N3CCN(c4cccc(C)c4C)CC3)c(C)o2)cc1,2.8%,-14.7%
Cc1nc(S(=O)(=O)N2CCN(c3ccccc3F)CC2)cn1C,4.3%,3.2%
CC(C)COc1ccc(C(=O)N(Cc2cccc(F)c2)C2CCS(=O)(=O)C2)cc1 (stereo unspecified),-3.1%,9.0%

Source: PubChem BioAssay
